Bioassay records as filed in PubChem BioAssay.
SENP1 FRET inh: human SENP1 catalytic domain inhibitors, primary screen, biochemical, FRET, uHTS | recombinant SENP1 catalytic domain, CyPet-SUMO1-YPet FRET cleavage | 360,000 tested, 0.21% active | AID 624204, 2012 | Sentrin-specific protease 1 (Homo sapiens), Q9P0U3 | inhibition, % at 10 µM;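 active means inhibition at least 30% at 10 µM, raw YFP signal under a set limit, fluorescence ratio 0.5 to 1.5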;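 further: 0% = enzyme with DMSO and 100% = no enzyme wells; some results filed as inactive read as strong as hits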
Target sequence (Q9P0U3 419-644 limits assumed): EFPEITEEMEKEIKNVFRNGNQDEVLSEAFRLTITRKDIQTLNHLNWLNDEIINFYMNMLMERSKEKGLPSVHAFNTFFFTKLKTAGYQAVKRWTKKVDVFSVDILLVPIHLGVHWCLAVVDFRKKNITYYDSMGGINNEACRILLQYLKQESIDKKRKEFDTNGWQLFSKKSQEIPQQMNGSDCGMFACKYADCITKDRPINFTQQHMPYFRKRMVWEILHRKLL
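Controls: no-enzyme wells low, DMSO-plus-enzyme wells high control. Test system: human recombinant His6-tagged SENP1 catalytic domain enzyme. Reagent: SFCypet-SUMO1-SFYpet FRET protein substrate, 25 nM final. Doses: one dose per compound, 10 µM, 0.5% DMSO. Detection: FRET, CFP and YFP emission. Timing: 50 min reaction at room temperature.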
HKDC1 inh: HKDC1 hexokinase inhibitors, primary screen, biochemical, fluorescence, uHTS. inhibition, % at 20 µM. 340,000 tested, 0.16% active. AID 493160, 2011. recombinant HKDC1, G6PDH/diaphorase resazurin coupled fluorescence;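 active means inhibition above about 35% when tested at 20 µM, limit read from the data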;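 further: plate controls were DMSO wells with enzyme for no effect and DMSO wells lacking enzyme for full effect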
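Test system: recombinant HKDC1 (HK5) hexokinase enzyme, produced in-house / Doses: 20 µM test compound, 1% DMSO / Timing: 90 min, room temperature / Detection: G6PDH/diaphorase-coupled fluorescence, 1 mM NADP, 100 µM resazurin, 525/613 nm / Control set: DMSO wells with and without enzyme mix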
SENP8 block-1: human SENP8 protease inhibitors, primary screen, biochemical, fluorescence, Nedd8 protein substrate, uHTS. recombinant SENP8. inhibition, % at 20 µM. 360,000 tested, 0.64% active. AID 602440, 2012; in the data active means inhibition mostly above about 40%, no sharp cut-off; inactive means mostly below about 27%
NALP3 yeast inh: NALP3 inflammasome inhibitors in reconstituted yeast, primary screen, luminescence, uHTS. Yeast reconstituted NLRP3/ASC/caspase-1, beta-gal luminescence, 24 h. inhibition, % at 10 µM. 330,000 tested, 0.39% active. AID 2825, 2010;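 active means inhibition of 50% or more; inactive means inhibition below 50%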;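 further: plate controls were induced DMSO wells for no effect and uninduced yeast grown without galactose for full effect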
Apaf1 inhib: inhibitors of human Apaf-1 apoptosome, primary screen, biochemical, DEVD-Rh110 fluorescence, uHTS | reconstituted apoptosome caspase-3 activity | AID 489030, 2010 | Apoptotic protease-activating factor 1 (Homo sapiens), O14727 | inhibition, % at 20 µM | 330,000 tested, 0.71% active; active means inhibition of at least 40% at 20 µM;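 further: plate controls were DMSO wells for no effect and DEVD-CHO caspase inhibitor wells for full effect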
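System – cell-free apoptosome with Apaf-1, procaspase-3 and caspase-9 · Buffer or medium – pH 7.5 Hepes buffer with CHAPS, BSA, DTT · Also added – cytochrome c with DEVD-Rh110 · Times – 30 min compound preincubation, 50 min activation, room temperature · Technique – Rh110 fluorescence intensity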
SENP8 block-2: SENP8 protease inhibitors, primary screen, biochemical, luminescence; Sentrin-specific protease 8 (Homo sapiens), Q96LD8; purified SENP8, Z-RLRGG-aminoluciferin cleavage; inhibition, % at 10 µM; 330,000 tested, 1.2% active; AID 2540, 2010; in the data active means inhibition above about 50%
SENP7 block: SENP7 protease inhibitors, primary screen, biochemical, luminescence, uHTS; Sentrin-specific protease 7 (Homo sapiens), Q9BQF6; recombinant SENP7, Z-RLRGG-aminoluciferin luminescence, 40 min; inhibition, % at 5 µM; 330,000 tested, 1.5% active;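 active means inhibition above about 50% at the single test dose, limit read from the data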;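 further: plate controls were DMSO with enzyme for no effect and no enzyme buffer wells for full effect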
Target sequence (Q9BQF6 706-1050 limits assumed): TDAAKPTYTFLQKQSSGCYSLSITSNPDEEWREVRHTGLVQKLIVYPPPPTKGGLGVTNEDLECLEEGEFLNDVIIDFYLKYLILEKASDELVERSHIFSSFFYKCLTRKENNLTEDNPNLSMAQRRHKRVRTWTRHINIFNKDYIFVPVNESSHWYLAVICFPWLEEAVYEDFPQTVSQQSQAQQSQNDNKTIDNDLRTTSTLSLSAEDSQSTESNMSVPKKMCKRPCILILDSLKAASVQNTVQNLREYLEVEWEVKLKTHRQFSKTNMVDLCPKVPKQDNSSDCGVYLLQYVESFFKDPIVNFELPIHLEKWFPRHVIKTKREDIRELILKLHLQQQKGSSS
PfGluPho inh: PfG6PD enzyme inhibitors, primary screen, biochemical, fluorescence intensity, uHTS; 350,000 tested, 0.78% active; glucose-6-phosphate dehydrogenase-6-phosphogluconolactonase (Plasmodium falciparum 3D7); inhibition, % at 20 µM; PfGluPho enzyme, NADPH resazurin-diaphorase fluorescence; AID 504690, 2011;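 active means inhibition reaching at least a set limit at 20 µM in the primary screen, cut at about 59% in these data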;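 further: 0% = DMSO wells with substrate and 100% = DMSO wells lacking glucose-6-phosphate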
SENP6 block: SENP6 protease inhibitors, primary screen, biochemical, luminescence, uHTS; Sentrin-specific protease 6 (Homo sapiens), Q9GZR1; inhibition, % at 10 µM; AID 2599, 2010; Recombinant SENP6 catalytic domain, aminoluciferin luminescence; 330,000 tested, 1.8% active;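 active means inhibition above about 50% at the single tested dose, limit read from the data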;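 further: plate controls were DMSO wells with enzyme for no effect and DMSO wells lacking enzyme for full effect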
Target sequence (Q9GZR1 628-1112 limits assumed): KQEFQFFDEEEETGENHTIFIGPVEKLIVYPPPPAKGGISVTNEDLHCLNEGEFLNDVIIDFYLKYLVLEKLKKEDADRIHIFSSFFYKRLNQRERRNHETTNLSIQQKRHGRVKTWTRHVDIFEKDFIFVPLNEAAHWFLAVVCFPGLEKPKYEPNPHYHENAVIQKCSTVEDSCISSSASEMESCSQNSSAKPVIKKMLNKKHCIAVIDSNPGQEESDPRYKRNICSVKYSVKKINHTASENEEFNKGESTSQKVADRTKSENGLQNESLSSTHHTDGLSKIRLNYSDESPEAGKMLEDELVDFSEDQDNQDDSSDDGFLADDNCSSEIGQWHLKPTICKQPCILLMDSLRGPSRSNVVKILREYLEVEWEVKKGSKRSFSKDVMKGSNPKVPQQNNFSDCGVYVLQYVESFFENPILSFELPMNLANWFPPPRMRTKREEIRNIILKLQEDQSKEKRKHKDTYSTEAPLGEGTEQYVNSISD
Active calls of the source: *; . = no result given.

SMILES,SENP1 FRET inh,HKDC1 inh,SENP8 block-1,NALP3 yeast inh,Apaf1 inhib,SENP8 block-2,SENP7 block,PfGluPho inh,SENP6 block
O=C(Nc1ccc2c(c1)OCCO2)c1cccc(C(=O)Nc2ccc3c(c2)OCCO3)c1,1,-3,14,0,1,5,-3,-1,4
CC(NC(=O)CN(C)Cc1cccs1)c1ccccc1 (stereo not given),-1,7,5,-27,4,-13,-3,-10,-9
C=CCN=C1NN=C(c2cc(C)n(CC=C)c2C)CS1,0,-15,-2,25,12,10,10,16,-1
CCCCCCCc1c(O)nc(SCCN(C)C)[nH]c1=O,-101,-6,26,0,-18,-5,2,3,-23
COc1ccc(CNC(=O)C2CCCN(S(=O)(=O)c3c(C)noc3/C=C/N(C)C)C2)cc1 (stereo not given),1,5,7,8,-2,1,-6,-6,-9
Cn1c(=O)oc2cc(S(=O)(=O)NC(Cc3ccccc3)C(=O)N3CCCCC3)ccc21 (stereo not given),3,-1,6,1,7,1,-4,-7,0
CC(C)(C)n1nnnc1C(c1cccs1)N1CCN(C(=O)c2ccco2)CC1 (stereo not given),-2,1,15,12,8,-3,-18,11,-9
CC(=O)c1cc(C#N)c(Oc2ccccc2)nc1C,3,-3,14,15,-2,-2,-5,-1,-19
COc1ccc(-n2nc(C(C)=O)c(=O)[nH]c2=O)cc1,2,-11,2,9,-6,2,0,-5,8
COC(=O)CNC(c1ccccc1)c1cc(Br)ccc1NC(=O)CNC(=O)OCc1ccccc1 (stereo not given),3,5,-4,9,19,-1,4,18,-6
O=C(COC(=O)c1cc(S(=O)(=O)N2CCOCC2)ccc1Cl)NCc1ccc2c(c1)OCO2,1,0,1,11,-12,4,5,2,2
O=C(OCc1nc2ccccc2s1)C1CCN(C2=NS(=O)(=O)c3ccccc32)CC1,-5,-3,6,9,16,4,8,1,6

Continuation:
SMILES,SENP1 FRET inh,HKDC1 inh,SENP8 block-1,NALP3 yeast inh,Apaf1 inhib,SENP8 block-2,SENP7 block,PfGluPho inh,SENP6 block
CCOC(=O)N1CCN(CC(=O)N2c3ccccc3CC2C)CC1 (stereo not given),2,-9,10,4,0,-6,-15,-9,-13
Cc1ccc(NC2CCCN(C(=O)c3snnc3C)C2)cc1C (stereo not given),1,1,0,23,-9,-6,-16,0,-11
Cc1cc2cc3c(=O)[nH]c(=O)nc-3n(CC(O)C(O)C(O)CO)c2cc1C (stereo not given),-27,-2,-454,.,.,.,.,4,.
CCOC(=O)NC(=O)CSc1nnnn1-c1ccccc1,1,-11,15,5,-16,1,1,14,1
CC(OC(=O)c1ccc(NS(=O)(=O)c2ccc3[nH]c(=O)[nH]c3c2)cc1)C(=O)Nc1cccc(Cl)c1Cl (stereo not given),1,-2,8,12,14,-10,-7,-29,-8
CCN(CC(=O)Nc1ccccc1C(F)(F)F)C(=O)C1CCN(C(=O)Nc2ccccc2)CC1,1,0,8,19,-9,-4,3,-7,-7
CC(=O)Nc1c(O)nc(SCC(=O)Nc2cccc(C)c2)[nH]c1=O,4,-3,2,20,-29,-8,8,4,-20
CCc1nc2c(sc3nc4c(cc32)COC(C)(C)C4)c(=O)n1Cc1ccccc1,-2,-2,-63,-17,4,5,10,0,-14
CCN(C(=O)CSc1nc(-c2ccccc2)c(-c2ccccc2)[nH]1)C1CCS(=O)(=O)C1 (stereo not given),-1,-6,-488,-19,8,-1,4,53,5
N/C(=N\OC(=O)C12CC3CC(CC(C3)C1)C2)c1ccccc1,3,-9,19,13,9,-15,-8,19,1
COc1cccc(CC2(CO)CCN(Cc3ccc(NC(C)=O)cc3)CC2)c1,-2,8,9,11,-2,-3,2,21,0
Cc1ccc(Nc2nc(N)nc(CN3CCC(C)CC3)n2)c(C)c1,3,2,14,13,15,-3,0,1,0

(further entries)
SMILES,SENP1 FRET inh,HKDC1 inh,SENP8 block-1,NALP3 yeast inh,Apaf1 inhib,SENP8 block-2,SENP7 block,PfGluPho inh,SENP6 block
Cc1ccc(-c2csc3ncn(C(C)C(=O)O)c(=O)c23)cc1 (stereo not given),-11,-2,21,12,-7,11,2,-12,1
COc1ccc(CNCc2ccco2)cc1OCc1ccccc1,3,-12,13,28,-24,-6,5,0,-16
COc1ccc(-c2nc(CSCC(=O)N3CCN(C(=O)c4ccco4)CC3)c(C)o2)cc1OC,-1,-5,6,18,9,1,4,2,-1
Cc1ccccc1CC(=O)N1CCCC(CCC(=O)N2CCN(c3ccccn3)CC2)C1 (stereo not given),-1,3,-16,1,5,4,5,-7,-8
CCOC(=O)N1CCC2CC1c1cc(-c3cccc(OC)c3)ccc12 (stereo not given),0,-1,4,.,.,.,.,7,.
O=[N+]([O-])c1ccc(C2=NCCO2)cc1,1,4,16,11,2,-12,-5,-7,-52
O=C(N/N=C/c1[nH]c2ccccc2c1Cl)c1cccc(Br)c1,-1,2,-429,10,-72,2,-1,-10,-12
O=C(CNCc1ccccn1)Nc1cc(C(F)(F)F)ccc1N1CCOCC1,1,-8,1,-8,-26,0,-11,16,-11
O=C(CSc1n[nH]c(-c2cccnc2)n1)Nc1ccc([N+](=O)[O-])cc1,1,16,9,-2,6,-2,5,-2,-5
Cc1ccc(Nc2cc(C)nc3ncnn23)cc1,1,5,12,10,3,-10,-11,-9,-13
NS(=O)(=O)c1ccc(Nc2nc(-c3ccc(O)cc3)cs2)cc1,2,-2,-25,10,-12,3,3,70*,2
CCCNC(=O)c1ccc(N2CCC3(CC2)CC(c2cccc(Br)c2)=NO3)c(NC(=O)c2c(Cl)cccc2Cl)c1,0,4,15,17,16,-4,5,-5,12

Following part:
SMILES,SENP1 FRET inh,HKDC1 inh,SENP8 block-1,NALP3 yeast inh,Apaf1 inhib,SENP8 block-2,SENP7 block,PfGluPho inh,SENP6 block
Nc1nc(NCc2ccco2)nc(NCCO)c1[N+](=O)[O-],0,3,21,-4,-15,3,2,-7,-13
O=C1CCCN1CCC1CCN(C2CC(=O)N(c3ccc(Cl)cc3)C2=O)CC1 (stereo not given),0,-9,-5,-6,-4,7,-9,5,-29
CNc1nc2[nH]c(=O)c3c(c2s1)OC(N)=C(C#N)C3c1ccccc1 (stereo not given),-15,3,-20,9,11,-7,-1,9,-13
Cc1ccc(S(=O)(=O)N(C)C)cc1NC(=O)COC(=O)Cc1ccccc1F,4,-4,8,14,3,5,-6,-11,-6
COc1ccc(C(=O)N/C(=C/c2cccnc2)C(=O)N2CCOCC2)cc1OC,3,-3,2,8,-10,-3,-4,-17,-4
COc1ccc(-c2nc(CS(=O)CC(=O)NC3CCCCC3C)c(C)o2)cc1OC (stereo not given),1,-3,13,-12,-12,-8,8,-4,8
O=C(Nc1ccc(S(=O)(=O)N2CCOCC2)cc1)C1CCN(S(=O)(=O)c2ccccc2)CC1,-8,4,7,6,14,2,-3,-1,-1
CC(C)N(c1ccccc1)c1ccc(NC(=O)C2CCCO2)cc1 (stereo not given),1,2,25,12,7,-1,2,-6,21
Cc1cc(C)c(C#N)c(SCc2ccccc2[N+](=O)[O-])n1,1,-5,16,23,3,-7,2,-3,-20
CCOC(=O)c1c(C)[nH]c(C(=O)OCC(=O)N2CCN(S(=O)(=O)c3ccc(C)cc3C)CC2)c1C,-1,-2,8,2,12,5,3,12,-1
CCOCCc1nnc(NC(=O)C(C)Oc2ccccc2)s1 (stereo not given),0,-1,8,-5,-9,0,-1,-9,-17
Cc1cc(C)c2c(=O)[nH]n(C3CC(C)N(C)CC3C)c2n1 (stereo not given),2,-5,25,-5,-3,3,-3,2,-9

Additional results.
SMILES,SENP1 FRET inh,HKDC1 inh,SENP8 block-1,NALP3 yeast inh,Apaf1 inhib,SENP8 block-2,SENP7 block,PfGluPho inh,SENP6 block
CSc1ncccc1C(=O)OCC(=O)NC1CCCCC1,0,-7,8,24,-9,-2,5,-4,4
Cc1ccc(C)c(N2CCN(C(=O)CCc3nc(-c4cccc(F)c4)no3)CC2)c1,0,8,1,.,16,.,1,19,.
O=C(NCCCc1ccccc1)C1CCC(=O)N(CCc2ccc(Cl)cc2)C1 (stereo not given),1,-2,10,-1,11,-6,7,2,-4
COc1ccc(-c2c(-c3ccc4c(c3)OCO4)c3ccccc3n2C)cc1,-17,1,-379,.,.,.,.,0,.
O=[N+]([O-])/C(C=Nc1ccccc1O)=C\Nc1ccccc1O,3,-24,17,.,.,.,.,-21,.
CCCCSc1nnc2[nH]c(=O)cc(N)n12,1,10,13,0,-1,-7,-7,10,-13
C=CCOc1ccc(/C(O)=C2/C(=O)C(=O)N(CCCN3CCOCC3)C2c2ccc(OC)cc2)cc1 (stereo not given),-1,-2,-12,4,4,-2,8,-2,0
CCc1nnc(N/N=C/c2c(Cl)cccc2Cl)n1N,3,-17,11,9,-13,-8,2,32,-21
O=C(CSc1nc(-c2ccc(F)cc2)cs1)NCC1CCCO1 (stereo not given),0,-4,8,14,-5,3,-4,-1,-13
Cc1cc(=O)n2ccsc2n1,1,-7,11,13,-5,-13,-5,-1,-16
Brc1ccc(OCCCOc2cccc3cccnc23)cc1,1,2,-74,25,20,-3,-3,25,-1
Cc1ccc(OCCC(=O)Nc2ccc(F)c(F)c2)cc1,-1,-3,4,25,3,2,0,0,27

The list continues:
SMILES,SENP1 FRET inh,HKDC1 inh,SENP8 block-1,NALP3 yeast inh,Apaf1 inhib,SENP8 block-2,SENP7 block,PfGluPho inh,SENP6 block
CN(C)c1cc2c(c(N(C)C)c1)C(=O)c1ccccc1C2=O,4,17,25,52*,17,12,2,16,5
Cc1ccc(/C=C/C(=O)OCC(=O)N2CC(=O)Nc3ccccc32)o1,-1,-1,-1,-2,1,4,2,31,-24
CC(C)(C)c1cc(CN2CCC(O)CC2)cc(C(C)(C)C)c1O,2,1,-1,-12,1,-9,-11,0,-11
Cc1cc(C)nc(N2CCCC(C(=O)NCCC3=CCCCC3)C2)n1 (stereo not given),3,-10,-16,-6,-11,-5,-7,-2,-1
COCCNC(=O)C(c1ccc(C)cc1)N(Cc1cccs1)C(=O)CCC(=O)Nc1ccccn1 (stereo not given),-1,4,13,11,7,1,1,8,-10
CC(=O)Nc1sc(C)c(C)c1C(=O)OCC(=O)Nc1cc(S(=O)(=O)N2CCCCC2)ccc1Cl,3,1,16,-17,9,6,2,-11,8
COCCC(=O)N1CCC(Oc2ccc(C(=O)N(C)CCCC3CCCC3)cc2)CC1,1,-3,-1,10,5,-13,-23,-9,5
